BAZ2B block: BAZ2B (human) inhibition; AID 504333; Potency, µM (titrated, usually from 114 µM), inactives show top-dose activity change, negative = inhibition, most hits filed as inhibitors; AlphaScreen BAZ2B-H3K14Ac peptide displacement; hit rate 4.4% among 360,000; Q9UIF8; also: % is scaled to controls: 0 for no effect and ±100 for the full control effect; nearly all actives have a fitted effect of over 60% in size
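Multi-concentration screen (max 110 uM) measuring displacement of acetylated histone H3 peptide from BAZ2B by AlphaScreen, using 50 nM protein, 50 nM peptide and 10 ug/mL streptavidin donor plus Ni-chelate acceptor beads.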
HP1b binding inh: inhibitors of HP1-beta chromodomain binding to methylated histone tails; AlphaScreen HP1-beta / biotin-H3K9me3 peptide binding; Potency, µM (series often up to 114 µM), for inactives: at the highest dose activity change, negative = inhibition, most hits filed as inhibitors; hit rate 0.56% among 390,000; also: nearly all actives have a fitted effect of over 70% in size; inactives centre near 23
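HP1-beta protein (50 nM final) preincubated 30 min at room temperature with biotinylated H3(1-18)K9me3 peptide (50 nM) in PBS pH 7.4, 0.01% Tween-20, then compound added for 30 min. AlphaScreen streptavidin donor/nickel chelate acceptor beads (10 ug/mL final), 30 min dark, luminescence read.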
Pin1 inhibitor: human Pin1 inhibition; hit rate 0.009% among 390,000; Pin1 FP peptide displacement, HiFluor488, 10 min; Q13526; Potency, µM (highest dose often 115 µM), inactives show at the highest dose activity, negative = inhibition, hits mostly inhibitors; AID 504891; active = well fitted inhibition curve with a large enough effect in the polarisation, with a control signal flat, not every such curve was filed as active; inconclusive = small, poorly fitted or top-dose-only effect, or effect the other way, or a change in a side signal; inactive = no such curve, though single readings can be large or run the other way; the % refers to the polarisation; also: % is scaled to controls: 0 for no effect and ±100 for the full control effect
Target sequence (Q13526 whole entry, looked up): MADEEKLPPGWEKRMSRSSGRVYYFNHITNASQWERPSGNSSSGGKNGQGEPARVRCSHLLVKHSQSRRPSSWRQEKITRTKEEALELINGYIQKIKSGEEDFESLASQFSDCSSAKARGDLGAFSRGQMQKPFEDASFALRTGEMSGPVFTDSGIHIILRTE
POLI inh: DNA polymerase iota (human) inhibition; Pol iota fluorescent replication assay, 10 min; Potency, µM (top dose mostly 115 µM), for the others: top-dose activity, negative = inhibition, hits mostly inhibitors; hit rate 1% among 390,000; AID 588590
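Fluorescent replication assay read twice, at 0 min and 10 min after adding 50 nM (final) substrate. Enzyme (10 nM) and compounds were first incubated 15 min at room temperature; enzyme-free buffer wells were negative controls.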
G9a block: G9a (human) methyltransferase inhibition | Q96KQ7 | G9a H3K9 monomethylation, AlphaScreen, 2 h | Potency, µM (highest dose often 102 µM), for inactives: at the highest dose activity, negative = inhibition, most hits filed as inhibitors | hit rate 8.8% among 350,000; also: % is scaled to controls: 0 for no effect and ±100 for the full control effect; nearly all actives have a fitted effect of over 75% in size
Target sequence (Q96KQ7 913-1193 limits assumed): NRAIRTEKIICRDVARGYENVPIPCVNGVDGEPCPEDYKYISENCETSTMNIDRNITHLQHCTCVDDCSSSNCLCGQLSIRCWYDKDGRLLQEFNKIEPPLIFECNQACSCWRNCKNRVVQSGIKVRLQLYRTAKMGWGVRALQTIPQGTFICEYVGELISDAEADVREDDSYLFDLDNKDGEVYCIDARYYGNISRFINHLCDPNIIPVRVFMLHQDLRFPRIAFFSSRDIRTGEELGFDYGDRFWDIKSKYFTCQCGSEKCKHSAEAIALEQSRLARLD
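AlphaScreen read-out: biotin-H3K9 peptide (500 nM) methylation by 20 nM enzyme with 20 uM SAM, 2 h at room temperature after 15 min compound preincubation; anti-monomethyl H3K9 antibody plus donor/acceptor beads, 10 min dark.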
JMJD2A Tudor inh: JMJD2A Tudor domain (human) inhibition; O75164; AlphaScreen JMJD2A-Tudor / H3K4me3 peptide binding; Potency, µM (series often up to 114 µM), for inactives: at the highest dose activity change, negative = inhibition, most hits filed as inhibitors; hit rate 4.4% among 390,000; also: % is scaled to controls: 0 for no effect and ±100 for the full control effect; nearly all actives have a fitted effect of over 50% in size
BLM inh: Bloom syndrome helicase (human) inhibition; P54132; hit rate 0.2% among 350,000; Potency, µM (highest dose often 56.1 µM), inactives show at the highest dose activity change, negative = inhibition, hits mostly inhibitors; recombinant BLM DNA unwinding, fluorescence dequenching;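 also: plate controls were vehicle for no effect and no enzyme for full effect; nearly all actives have a fitted effect of over 35% in size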
GLS inh: blocks human kidney-isoform glutaminase activity; O94925; GLS enzymatic activity, qHTS titration; Potency, µM (doses to about 45.5 µM), for the others: at the highest dose activity change, negative = inhibition, actives largely listed as inhibitors; hit rate 0.21% among 410,000; also: % is scaled to controls: 0 for no effect and ±100 for the full control effect
Target sequence (O94925 whole entry, looked up, canonical isoform): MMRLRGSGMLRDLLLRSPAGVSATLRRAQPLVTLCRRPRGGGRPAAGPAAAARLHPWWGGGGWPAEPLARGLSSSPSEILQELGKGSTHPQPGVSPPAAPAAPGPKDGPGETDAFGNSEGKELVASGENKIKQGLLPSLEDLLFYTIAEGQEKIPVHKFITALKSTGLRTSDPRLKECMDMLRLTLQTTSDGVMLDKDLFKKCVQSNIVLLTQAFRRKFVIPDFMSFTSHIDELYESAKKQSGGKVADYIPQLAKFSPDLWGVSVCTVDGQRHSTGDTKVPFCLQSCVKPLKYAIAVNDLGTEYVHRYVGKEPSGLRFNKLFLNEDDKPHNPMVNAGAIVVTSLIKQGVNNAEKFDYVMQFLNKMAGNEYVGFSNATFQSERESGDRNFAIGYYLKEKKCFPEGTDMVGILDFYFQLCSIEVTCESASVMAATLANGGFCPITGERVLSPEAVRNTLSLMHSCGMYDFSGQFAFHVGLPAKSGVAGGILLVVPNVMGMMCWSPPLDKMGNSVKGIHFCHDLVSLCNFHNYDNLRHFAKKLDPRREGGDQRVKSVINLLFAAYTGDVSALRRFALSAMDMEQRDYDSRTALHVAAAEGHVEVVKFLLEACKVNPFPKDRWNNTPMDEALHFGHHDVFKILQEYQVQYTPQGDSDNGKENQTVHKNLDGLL
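Compounds were pin-transferred onto hKGA, after which L-glutamine (1 mM solution) and a detection mix of glutamate oxidase, HRP and Amplex Red were added. Initial and 30 min RT fluorescence reads were collected.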
PGK inhibitor: blocks T. brucei phosphoglycerate kinase | PGK/GAPDH coupled, Kinase-Glo luminescence, 60 min | P07378 | hit rate 0.043% among 380,000 | Potency, µM (titrated, usually from 57.5 µM), inactives show top-dose activity change, negative = inhibition, actives largely listed as inhibitors; also: % is scaled to controls: 0 for no effect and ±100 for the full control effect; nearly all actives have a fitted effect of over 60% in size
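Recombinant glycosomal PGK reaction used 1,3-bisphosphoglycerate generated in-well by GAPDH (100nM final) in 100mM TEA pH 7.6, 5mM MgCl2, 0.01% Tween-20. After 60 minutes at room temperature, ATP was read by Kinase-Glo Plus luminescence end-point.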
An asterisk follows results filed as active; i = inactive; u = inconclusive; x = no result given; & = joins results of further samples; [ ] = another dose, or the depositor's remark. Unless noted, calls follow the shape of the dose curve; as a rule, active = well fitted curve in the direction sought with a large enough effect; inconclusive = small, poorly fitted or top-dose-only effect, or another doubt; inactive = no such curve, though single readings can be large; an effect the other way counts as inactive or inconclusive. Potency is read from the fitted curve at half-maximal effect.

SMILES | BAZ2B block | HP1b binding inh | Pin1 inhibitor | POLI inh | G9a block | JMJD2A Tudor inh | BLM inh | GLS inh | PGK inhibitor
O=C(NCCO)C(=O)NCC(c1ccc2c(c1)OCO2)N1CCOCC1 (stereo not given) | 2% | 27%[57 µM] | -1% | u | -1%[59 µM] | -4% | -1% | 4% | -5%
COc1cccc(-n2c(=O)n(Cc3ccccc3)c(=O)c3[nH]cnc32)c1C | 4% | 47%[activator] | 1% | 25% | -12% | 4% | -3% | 0% | -10%
Cc1ccc(C(=O)CCC(=O)NC2=NCCS2)cc1 | -37% | 31% | 16% | -15% | 2%[12.7 µM] | -11% | x | -1% | -5%
CS(=O)(=O)c1ccc(C(=O)NC2CCOC2=O)cc1 (stereo not given) | 3% | 39% | 1% | 16% | 8% | 4% | -1% | 0% | 6%
CCOc1ccc(C(=O)N2CCN(c3cccc(Cl)c3)CC2)cc1 | 10% | 65%[activator] | -4% | -4% | u | -16% | -10% | 4% | i
CC(=O)c1cccc(NC(=O)CN2C(=O)COc3ccc(S(=O)(=O)N4CCOCC4)cc32)c1 | -4% | -10% | 5% | -23% | 15%[59 µM] | u | 3% | -1% | i
CC(=O)Nc1c(O)nc(SC/C=C/CSc2nc(O)c(NC(C)=O)c(=O)[nH]2)[nH]c1=O | -19% | 23% | -8% | 75%[activator] | u | -8% | 1% | 2% | -12%
COc1cccc(NC(=O)CCc2nc3c(C)nn(-c4ccc(C)cc4)c3n(C)c2=O)c1 | -20% | -6% | -9% | -4% | -24%[59 µM] | -12% | 0% | 1% | i
Cc1ccc2c(c1)N(CC(=O)Nc1c(C)cccc1C)C(=O)c1cccnc1O2 | 1% | 56%[activator] | -3% | 45%[activator] | 11% | -4% | -4% | -18% | -9%
c1ccc(CN2CCCC3(CCCN(Cc4nc(CC5CC5)no4)C3)C2)cc1 (stereo not given) | 1% | 39% | 5% | -8% | 6% | -2% | -3% | 2% | 1%
CC(C)(C)c1ccc(C(=O)NCCC(=O)Nc2ccc3c(c2)OCCO3)cc1 | 1% | 16% | -4% | 12% | -3% | -15% | x | -2% | 9%
CC1CC(C)CN(S(=O)(=O)c2ccc3c(c2)CCN3C(=O)C2CC2)C1 (stereo not given) | -4% | 16% | -12% | 29% | x | -8% | -2% | -12% | i
COc1ccc2c(c1)c1c(c(=O)n(-c3ccccc3C)c(=O)n1CC(=O)Nc1c(C)cccc1C)n2C | -10% | 21% | -8% | -7% | -17%[59 µM] | -5% | -12% | -2% | -9%
CCC(=O)Oc1oc(-c2ccccc2)nc1C=Nc1ccccc1OC | 6% | 39% | 7% | u | 14%[59 µM] | -10% | -1% | 98%[activator] | -1%
O=C(CC1C(=O)NCCN1Cc1ccccc1C(F)(F)F)NC1CCC1 (stereo not given) | -13% | 27% | -16% | -22% | x | -7% | -1% | 9% | i
Cc1cc(Nc2ccc(F)cc2F)n2nc(C)nc2n1 | 3% | 67%[activator] | 0% | 15% | -17%[59 µM] | -13% | -11% | -4% | 7%
O=C(COC(=O)[C@H](Cc1ccccc1)NC(=O)c1cccs1)NC1CCCCC1 | -25% | 16% | -9% | 9% | -2%[59 µM] | u | 1% | -5% | i
N#C/C(=C\c1ccco1)Sc1nc2ccccc2s1 | 1% | 32% | 3% | -4% | u | 13% | 1% | 7% | 0%
COc1ccc(-n2ncc3c(Nc4cccc(C)c4)ncnc32)cc1 | -12% | 19% | -2% | -1% | -29%[12.7 µM] | -16% | -6% | 8% | -1%
CCc1ccc(NC(=O)Cn2c(-c3cncs3)nc3ccccc32)cc1 | u | 19% | 0% | 8% | -4%[59 µM] | u | -6% | -4% | -9%

Record cards (already shown). Values in the order: BAZ2B block, HP1b binding inh, Pin1 inhibitor, POLI inh, G9a block, JMJD2A Tudor inh, BLM inh, GLS inh, PGK inhibitor
CC1CC(C)CN(S(=O)(=O)c2ccc3c(c2)CCN3C(=O)C2CC2)C1 (stereo not given) as listed: -4%, 16%, -12%, 29%, x, -8%, -2%, -12%, i
CC(C)(C)c1ccc(C(=O)NCCC(=O)Nc2ccc3c(c2)OCCO3)cc1 as listed: 1%, 16%, -4%, 12%, -3%, -15%, x, -2%, 9%
O=C(CC1C(=O)NCCN1Cc1ccccc1C(F)(F)F)NC1CCC1 (stereo not given) as listed: -13%, 27%, -16%, -22%, x, -7%, -1%, 9%, i
CCC(=O)Oc1oc(-c2ccccc2)nc1C=Nc1ccccc1OC as listed: 6%, 39%, 7%, u, 14%[59 µM], -10%, -1%, 98%[activator], -1%

New compounds follow
SMILES | BAZ2B block | HP1b binding inh | Pin1 inhibitor | POLI inh | G9a block | JMJD2A Tudor inh | BLM inh | GLS inh | PGK inhibitor
COc1ccc(NC(=O)COC(=O)c2ccc(-n3cnnn3)cc2)cc1Cl | 3% | 19% | 24% | u | 40µM* | -11% | x | -12% | -3%
Cc1cc(N2CCN(c3cccc(C(F)(F)F)c3)CC2)n2nc(C)nc2n1 | 1% | 13% | 4% | 8% | 8%[12.7 µM] | -12% | 1% | 12% | -2%
CCN(C1CCCCC1)S(=O)(=O)c1ccc(S(=O)(=O)N2CCN(CCC#N)CC2)cc1 | 4% | 48%[activator] | 6% | 34%[activator] | -48%[59 µM] | -7% | 1% | -5% | 5%
CC(C)(C)n1nnnc1C(c1cccs1)N1CCCC2(CCCCC2)C1 (stereo not given) | 7% | 37% | u | 20% | 19%[59 µM] | 13% | -5% | -5% | i
CCOc1ccc(CN(C)CC(=O)Nc2cc(C)c(C)cc2[N+](=O)[O-])cc1 | -35% | -4% | -3% | 91%[activator] | -4% | -19% | -2% | 25% | i
O=C(CN1CCN(S(=O)(=O)c2ccccc2[N+](=O)[O-])CC1)Nc1ccc(N2CCOCC2)cc1 | -29% | 18% | 3% | 46%[activator] | 14%[12.7 µM] | -24% | -2% | 22% | -8%
O=C1Nc2ccccc2C(O)(C(=O)NCc2ccco2)N1c1ccc(Cl)c(Cl)c1 (stereo not given) | u | 26% | -9% | -19% | 58%[activator][59 µM] | -18% | -1% | -20% | -3%
Cc1ccc2c(c1)N(Cc1cccc(Cl)c1)C(=O)c1cccnc1O2 | 0% | 44%[activator] | 0% | -8% | 24%[59 µM] | -1% | -9% | -9% | -6%
Cc1ccc2nc(Nc3nc(CSc4nnnn4-c4ccccc4)cc(=O)[nH]3)nc(C)c2c1 | -5% | 22% | 6% | -2% | 8%[59 µM] | 1% | -5% | x | -10%
Cc1cccc(Oc2nc3c(c(=O)n(C)c(=O)n3C)n2C)c1 | 1%&-8% | 14%&33% | -1%&-6% | 59%&7%[activator] | 1% | -19%&-5% | -2%&1% | -9%&0% | -8%&4%
Cn1c(=O)[nH]c(=O)c2c1nc(Sc1ccccc1)n2CCc1ccccc1 | -2% | 38%[activator] | -1% | 28% | 16% | -1% | -7% | 1% | 1%
COc1ccc(N=c2oc3c(OC)cccc3cc2C(=O)NCc2ccco2)c(OC)c1 | -37% | -1% | u | 19% | -36% | -22% | -1% | 13% | -2%
NS(=O)(=O)c1ccc(CCNC(=O)CSc2nc3ccccc3c3nc(CCN4CCCCC4)nn23)cc1 | 15% | 28% | 11% | -24% | u | -8% | 55%[activator] | -9% | -2%
Cn1cnc(S(=O)(=O)N2CCN(C(c3ccc(F)cc3)c3ccc(F)cc3)CC2)c1 | -18%[57.1 µM] | 27% | u | 38%[activator] | 15% | -17% | -6% | -3% | 1%
Cc1ccccc1C(=O)NCCOc1ccccc1Cl | -6% | 35% | -8% | 46%[activator] | -3%[0.501 µM] | -9% | 2% | 2% | i
COc1ccc(NC(=O)CSc2nncs2)cc1S(N)(=O)=O | 2% | 46%[activator] | -11% | 37% | 10%[59 µM] | -20% | -2% | -8% | i
COCCNC(=O)NC(=O)CN1CCN(C(c2ccccc2)c2ccccc2)CC1 | -9% | 46%[activator] | 4% | -31% | 12% | -4% | -8% | 3% | 13%
CC1=NN(C(=O)Cn2nc([N+](=O)[O-])c(Br)c2C)C(O)(C(F)(F)F)C1 (stereo not given) | 4% | 18% | 3% | 10% | 10%[59 µM] | -6% | 0% | 11% | 1%
Cc1cc(C)n2ncc(C(=O)NCc3ccc(Cl)cc3)c2n1 | 0% | 24% | 1% | 5% | 40%[59 µM] | -5% | -1% | 5% | 7%
CC(C)Oc1ccc(CCc2n[nH]c(=S)n2Cc2ccccc2)cc1 | -36% | 0% | u | 6% | u | u | -11% | -29% | x
CCOC(=O)C1CCCCN1Cc1cccc(C(F)(F)F)c1 (stereo not given) | u | 39%[activator] | 5% | 47%[activator] | u | u | -3% | 2% | -2%
Cc1nnc(SCC(=O)NC2CCCc3c2cnn3-c2ccc(F)cc2F)o1 (stereo not given) | -5% | 18% | 17% | 18% | 16% | -12% | 1% | 1% | 3%
CCOC(=O)C1=C(N)Oc2cc(O)ccc2C1c1ccc(C)cc1 (stereo not given) | u | -13% | 2% | 35%[activator] | x | u | -11% | -9% | i
CCOc1ccc(C(=O)Nc2ccc3nc(N4CCN(CC)CC4)cc(C)c3c2)cc1 | -7% | 7% | -2% | 20% | 21%[2.33 µM] | -18% | -6% | 16% | 2%
CC1Nc2ncnc(N3CCN(c4ccccc4)CC3)c2N(Cc2ccc(Cl)cc2)C1=O (stereo not given) | u | 15% | 17% | u | u | u | x | 23% | 1%
COc1ccc(Cl)cc1S(=O)(=O)N1CCC(C(=O)NCc2ccccn2)CC1 | -8% | 41%[activator] | -9% | 26% | -8% | -17% | x | -1% | -3%
O=C(CC1C(=O)NCCN1Cc1ccccc1)NCCCOc1cccnc1 (stereo not given) | -9% | 23% | u | 41%[activator] | 50µM* | -18% | 0% | 2% | -2%
O=C1OCC/C1=C\c1ccccc1O | 8% | 59%[activator] | -1% | 1% | u | -11%[57.1 µM] | -11% | 29% | 2%
O=C(Nc1ccc(F)cc1)c1cc2c(s1)CCCC2 | 13% | 54%[activator] | 2% | 31%[activator] | 45%[activator] | 15% | -7% | -2% | -6%
COCCn1c(Br)nc2c1c(=O)n(C)c(=O)n2C | -3% | 30% | 6% | 24% | 10% | -9% | -2% | 0% | -6%
CC1(C)C(=O)OC(c2ccccc2)C2(CCCC2)C1=O (stereo not given) | -6% | 24% | -2% | 6% | -4% | -8% | 1% | 9% | 0%

From PubChem

Only part of the results is shown, so the mix of outcomes need not match the whole.
